High-throughput results (PubChem)
WRN helicase inh: blocks human WRN helicase | Q14191 | WRN helicase unwinding, fluorescent forked duplex, kinetic | Potency, µM (doses to about 114 µM), inactives show at the highest dose activity change, negative = inhibition, hits mostly inhibitors | actives 0.46% (n = 360,000); further: potency means the concentration at half of the fitted maximal effect; on the % scale 0 is the no-effect control and ±100 the full control effect; nearly all actives have a fitted effect of over 55% in size
Target sequence (Q14191 whole entry, looked up): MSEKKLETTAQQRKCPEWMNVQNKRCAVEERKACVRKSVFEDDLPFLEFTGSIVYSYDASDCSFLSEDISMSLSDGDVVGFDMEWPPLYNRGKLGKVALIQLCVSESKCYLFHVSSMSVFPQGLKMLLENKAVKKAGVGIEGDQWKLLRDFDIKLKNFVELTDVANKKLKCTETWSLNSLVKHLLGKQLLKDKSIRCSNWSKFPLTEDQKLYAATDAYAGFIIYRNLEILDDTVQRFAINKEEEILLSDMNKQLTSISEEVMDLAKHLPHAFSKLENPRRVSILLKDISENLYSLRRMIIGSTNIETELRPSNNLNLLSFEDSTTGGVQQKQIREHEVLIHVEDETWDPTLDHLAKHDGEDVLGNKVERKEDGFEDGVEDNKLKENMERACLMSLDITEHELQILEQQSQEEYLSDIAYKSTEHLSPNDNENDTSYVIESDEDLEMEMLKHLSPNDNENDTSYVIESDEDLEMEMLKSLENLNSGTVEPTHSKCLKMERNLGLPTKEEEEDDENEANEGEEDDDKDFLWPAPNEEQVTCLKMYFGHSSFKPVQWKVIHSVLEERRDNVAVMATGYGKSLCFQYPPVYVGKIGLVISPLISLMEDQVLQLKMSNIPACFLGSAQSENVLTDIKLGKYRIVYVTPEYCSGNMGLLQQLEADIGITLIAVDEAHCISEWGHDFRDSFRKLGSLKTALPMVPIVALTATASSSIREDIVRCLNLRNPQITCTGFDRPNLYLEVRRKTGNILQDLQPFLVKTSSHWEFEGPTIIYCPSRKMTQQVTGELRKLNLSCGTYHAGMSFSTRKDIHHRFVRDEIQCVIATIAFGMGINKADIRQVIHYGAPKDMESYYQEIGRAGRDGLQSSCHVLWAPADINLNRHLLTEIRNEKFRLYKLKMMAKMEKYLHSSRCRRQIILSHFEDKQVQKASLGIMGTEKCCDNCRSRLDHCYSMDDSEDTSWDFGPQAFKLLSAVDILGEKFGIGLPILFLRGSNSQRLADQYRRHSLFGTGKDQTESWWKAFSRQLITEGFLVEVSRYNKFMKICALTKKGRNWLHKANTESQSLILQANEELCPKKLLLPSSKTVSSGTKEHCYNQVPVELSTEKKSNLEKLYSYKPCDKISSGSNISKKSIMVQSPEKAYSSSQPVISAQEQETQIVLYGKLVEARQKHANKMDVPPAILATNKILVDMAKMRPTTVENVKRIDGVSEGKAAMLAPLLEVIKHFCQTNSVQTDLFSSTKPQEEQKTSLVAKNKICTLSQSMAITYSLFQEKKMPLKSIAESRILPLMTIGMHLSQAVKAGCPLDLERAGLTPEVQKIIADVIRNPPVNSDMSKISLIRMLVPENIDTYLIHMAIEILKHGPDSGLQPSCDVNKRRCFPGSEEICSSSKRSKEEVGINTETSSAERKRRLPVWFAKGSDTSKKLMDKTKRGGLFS
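Primary qHTS, 1536-well format. 20 nM WRN + compound, 15 min RT; start with 100 nM forked fluorophore/quencher duplex, 2 mM ATP (final); kinetic read ex 525/em 598 nm.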
IL2 activator: activators of IL-2; IL-2 activation reporter assay, cell-based qHTS; stimulated with anti-CD3/CD4/CD28 beads; in transgenic mouse T cells; activation, % (series mostly up to about 46 µM); actives 0.065% (n = 360,000); in the data active means activation above about 50%; inconclusive means mostly about 30% to 49%; further: 0% is about no effect
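First, unstimulated transgenic mouse T cells were exposed to compound for 60 min. Next, anti-CD3/anti-CD4-coated beads with anti-CD28 were added. Finally, after 18 h at 37 degrees C, EGFP and DsRed were imaged.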
PLK1 PBD block: blocks phosphopeptide binding to human PLK1 polo-box domain; P53350; Plk1 PBD binding of FITC phosphopeptide, fluorescence polarization; Potency, µM, without a hit: max response, negative = inhibition, most hits filed as inhibitors; actives 2.8% (n = 360,000); further: potency means the concentration at half of the fitted maximal effect; series mostly up to about 57 µM; on the % scale 0 is the no-effect control and ±100 the full control effect; nearly all actives have a fitted effect of over 65% in size
PI5P4Ka inh: inhibitors of human PI5P4K alpha; P48426; PI5P4Kalpha enzyme, ADP-Glo luminescence, 60 min; hits give low values; max response, %; actives 1.2% (n = 330,000); AID 652105; active means max response of -50% or lower; inconclusive means between -30% and -50%; inactive means -30% or higher; further: value at the top dose of about 77 µM; on the % scale 0 is the no-effect control and ±100 the full control effect
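Controls without substrate or without enzyme flank wells where PI5P4Kalpha converts substrate using 5 microM ATP (final). Incubation lasts 60 minutes at room temperature; ADP formed is read by ADP-Glo luminescence.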
EPAC2 agonist: EPAC2 (human) agonism; EPAC2 activation, biochemical qHTS; response scale: 100% = 6.5 mM cAMP response; Q8WZA2; actives 0.079% (n = 360,000); Potency, µM (doses to about 154 µM), without a hit: at the highest dose activation, actives largely listed as activators; AID 720711; further: potency means the concentration at half of the fitted maximal effect; nearly all actives have a fitted effect of over 50% in size
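EPAC2 (100 nM) mixed with Rap1B loaded with BODIPY-GDP (250 nM) plus 50 uM unlabeled GDP; compounds pinned in, 5 min RT, then read every 5 min for 30 min (ex 480, em 540 nm). Normalized to cAMP control.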
EPAC1 antagonist: blocks human EPAC1 exchange factor | O95398 | EPAC1 GEF assay, Rap1b-BODIPY-GDP exchange fluorescence | Potency, µM (titrated, usually from 115 µM), for the others: at the highest dose activity change, negative = inhibition, most hits filed as inhibitors | actives 0.14% (n = 360,000) | AID 720709;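 further: potency means the concentration at half of the fitted maximal effect; plate controls were vehicle for no effect and positive control for full effect; nearly all actives have a fitted effect of over 50% in size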
CCT modulator: cytosolic chaperonin activity modulation. activity change, % (no concentration beside the values), hits read low. actives 0.3% (n = 360,000). purified chaperonin ATPase assay, HTRF ADP detection, 30 min; in the data active means activity change below about -30%; further: on the % scale 0 is the no-effect control and ±100 the full control effect
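TRiC at 40 or 20 nM final (batch-dependent) in 30 mM Tris pH 7.4, 100 mM KCl, 5 mM MgCl2, 1 mM DTT, with compound at single 76 uM and 10 uM ATP, 30 min at 37 deg C. ADP detected by HTRF Transcreener, 665/615 ratio.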
EPAC1 ag: agonists of human EPAC1 | actives 0.073% (n = 360,000) | O95398 | Potency, µM (titrated, usually from 154 µM), without a hit: at the top dose activation, usual class: activators | EPAC1 agonist qHTS, biochemical assay; response scale: 100% = response to 6.5 mM cAMP | AID 720707; further: potency means the concentration at half of the fitted maximal effect; nearly all actives have a fitted effect of over 60% in size
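Read-out is the fluorescence drop as BODIPY-GDP leaves Rap1B (480 nm excitation, 540 nm emission), recorded every 5 minutes over 30 minutes. Reactions held 100 nM EPAC1, 250 nM Rap1B–BODIPY-GDP and 50 uM GDP, with 6.5 mM cAMP setting full activation.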
Starred values were filed as active, the others as inactive; u = inconclusive; x = no result given; [ ] = dose if it differs, or a comment. Unless noted, the call rests on the fitted dose curve; in most records, active means well fitted curve in the direction sought with a large enough effect; inconclusive means small, poorly fitted or top-dose-only effect, or another doubt; inactive means no such curve, though single readings can be large; an effect the other way counts as inactive or inconclusive. The list is partial; the hit share may differ from the screen's.

smiles	WRN helicase inh	IL2 activator	PLK1 PBD block	PI5P4Ka inh	EPAC2 agonist	EPAC1 antagonist	CCT modulator	EPAC1 ag
COc1ccc(-c2c(C#N)sc(C(N)=O)c2-c2ccc(OC)cc2)cc1	-4%	-0.1	-5%	-7	19%	-10%	-0.6	2%
O=C1CNc2cc(Cl)ccc2N1	2%	-3.4	-24%	5	12%	19%	-2.8	10%
COc1cc(C(=S)N2CCOCC2)cc(OC)c1OS(=O)(=O)c1ccc(C)cc1	5%	-0.7	u	-2	11%	-12%	-1.1	-9%
Cc1cc(C)n(-c2nc(N(C)C)nc(N3CCOCC3)n2)n1	7%	-1.9	-7%	x	2%	7%	-1.7	6%
Cc1ccc([N+](=O)[O-])c(OCCCN2CCC(Cc3ccccc3)CC2)c1	-5%	-2.5	8%	-1	2%	-3%	-0.8	1%
CCC[C@H]1CN(c2ccccc2)C(=O)[C@@H]1CC(=O)NC	6%	-0.6	3%	-5	3%	8%	0.7	-16%
CCC1(c2ccccc2)NC(=O)N(CC(=O)Nc2nnc(C3CC3)s2)C1=O (stereo not drawn)	5%	-0.9	0%	1	0%	8%	0.0	-2%
O=C(Nc1ccc(F)c(Cl)c1)C1Cc2c(-c3cccc(F)c3)ccnc2O1 (stereo not drawn)	-10%	0.8	1%	4	12%	-6%	-0.3	-5%
CC(=O)Nc1nc(C(=O)O)cs1	-12%	2.4	-3%	3	3%	1%	1.4	4%
COc1ccc(NCC(=O)Nc2ccc(C#N)cc2)cc1Cl	-4%	-1.2	-6%	x	6%	-2%	-1.0	3%
Cc1ccc(NC(=O)c2sccc2SCc2cccc(C(F)(F)F)c2)cc1	-10%	-2.6	-10%	x	5%	-9%	-0.7	0%
COc1cccc(C2C3=C(N=c4s/c(=C\c5ccc(O)cc5)c(=O)n42)c2ccccc2CC3)c1OC (stereo not drawn)	1%	-4.3	19%	-2	8%	5%	-1.1	3%
Cc1cc(C)cc(OCC(=O)Nc2ccc3c(c2)C(=O)c2ccccc2C3=O)c1	-32%[57.1 µM]	-2.9	-6%	1	-1%	-25%	1.5	6%
CC(=O)c1ccc(NC(=O)C2CCCN(S(=O)(=O)c3cccc4nonc34)C2)cc1 (stereo not drawn)	-4%[57.1 µM]	1.0	-11%	1	15%	1%	-1.3	20%
CC(=O)Nc1ccc(Nc2ccc3nonc3c2[N+](=O)[O-])cc1	-1%	-0.3	-1%	0	4%	-7%	-0.6	4%
Cc1cnc(C(=O)OCc2nc3ccccc3o2)cn1	-9%	-0.6	-12%	5	3%	1%	-0.6	5%
CC1CC2OC(=O)C3(C)CCCC(C)(C23)C1(O)CCc1ccoc1 (stereo not drawn)	-2%	0.7	-9%	2	-2%	-8%	0.3	5%
CS(=O)(=O)c1cccc(NC(=O)c2ccc(Cl)c(Cl)c2)c1	-9%	0.6	-17%	-3	9%	-11%	-0.9	1%
CC(=O)N1CCN(C(=O)c2ccc(S(=O)(=O)Nc3ccccc3C)cc2)CC1	-21%	-0.9	7%	-2	6%	-7%	-2.6	5%
CCn1c(-c2cc(Br)ccc2O)n[nH]c1=S	-25%	-1.4	-18%	x	3%	12%	-16	-4%
COc1cc(OC)cc(-c2c(C#Cc3ccsc3)c3cc(-c4cc(OC)c(OC)c(OC)c4)ccc3n2C)c1	2%	-1.3	9%	18	-9%	3%	0.9	-6%
NS(=O)(=O)c1ccc(CNC(=O)Cc2ccccc2[N+](=O)[O-])cc1	6%	0.7	-4%	1	1%	-19%	-0.4	4%
Cc1ccc(-c2csc(/C(C#N)=C(\O)CCl)n2)cc1	-22%	-1.8	u	u	-2%	u	-1.3	-11%
Cc1nn(-c2cc(N3CCOCC3)ccc2N)c(=O)c2ccccc12	14%	-2.8	-5%	-2	1%	-3%	-3.3	-1%
O=C(COc1ccc(F)cc1Cl)Nc1cccc(S(=O)(=O)N2CCCCCC2)c1	-31%	-4.1	-17%	11	6%	-10%	-3.6	-6%
CC(NC(=O)c1cccc(Cl)c1)C1CC2CCC1C2 (stereo not drawn)	-6%	-1.7	-11%	17	17%	1%	-1.1	12%
CC12CCC(C(=O)Nc3nc4ccc(Br)cc4s3)(OC1=O)C2(C)C (stereo not drawn)	-7%	1.2	-17%	1	7%	2%	0.3	17%
COc1ccc(-c2cc(NC=O)c3ncc(-c4cccc(OC)c4)n3c2)cc1	-3%[57.1 µM]	-0.6	u	u	12%	-14%	0.1	6%
CCc1nc2ccc(C(=O)NCCOc3ccc(OC)cc3)cn2c1N(C)C(=O)COc1ccccc1	9%[57.1 µM]	1.0	-7%	-5	5%	-17%	-1.0	4%
S=C(Nc1ccccc1)N1CCN(Cc2ccccc2)CC1	1%	-4.0	3%	0	4%	8%	-3.5	-1%

For convenience, part of the list above.
smiles	WRN helicase inh	IL2 activator	PLK1 PBD block	PI5P4Ka inh	EPAC2 agonist	EPAC1 antagonist	CCT modulator	EPAC1 ag
CCC1(c2ccccc2)NC(=O)N(CC(=O)Nc2nnc(C3CC3)s2)C1=O (stereo not drawn)	5%	-0.9	0%	1	0%	8%	0.0	-2%
O=C(Nc1ccc(F)c(Cl)c1)C1Cc2c(-c3cccc(F)c3)ccnc2O1 (stereo not drawn)	-10%	0.8	1%	4	12%	-6%	-0.3	-5%

Continuation.
smiles	WRN helicase inh	IL2 activator	PLK1 PBD block	PI5P4Ka inh	EPAC2 agonist	EPAC1 antagonist	CCT modulator	EPAC1 ag
COc1ccc(C(=O)OCc2cc(C)ccc2C)cc1S(=O)(=O)N1CCCC1	u	-5.5	-4%	-3	17%	0%	-5.2	21%
Cc1nc(SCC(=O)O)c(C#N)c(C)c1CC(=O)c1ccccc1	-7%	0.6	-19%	-1	8%	9%	-0.3	1%
Cc1cccc(C(=O)NNC(=O)C2CCCCC2)c1O	-3%	1.4	3%	2	1%	-3%	0.5	5%
O=S(=O)(O)c1ccc2c(c1)C(C(Cl)(Cl)Cl)OC(C(Cl)(Cl)Cl)O2 (stereo not drawn)	-31%	-0.1	-30%	6	-5%	-13%	0.5	12%
Cc1c(NC(=O)COC(=O)c2c3c(nc4ccccc24)CCCC3)c(=O)n(-c2ccccc2)n1C	-19%[57.1 µM]	-2.0	-2%	-1	5%	6%	-1.7	2%
COC1=C(Nc2ccccc2OC)C(=O)c2ccccc2C1=O	-1%	0.2	1%	0	2%	4%	-1.3	-1%
Cc1ccc(-c2nc(-c3cccnc3)sc2CC(=O)Nc2ccc(C)c(Cl)c2)cc1	-19%	-3.5	10%	6	-6%	1%	-6.3	-7%
O=C(CSc1nnc(CNC(=O)C23CC4CC(CC(C4)C2)C3)n1-c1ccccc1)Nc1ccccc1	-13%[57.1 µM]	-1.9	-4%	-8	-16%	-8%	-1.0	-20%
O=C(COC(=O)/C=C/c1ccc2c(c1)OCO2)NC1CCS(=O)(=O)C1 (stereo not drawn)	8%	-3.0	0%	-3	11%	-19%	-0.3	9%
CSCCC(NC(=O)c1ccccc1)C(=O)NCc1ccco1 (stereo not drawn)	-4%	4.6	-6%	x	7%	7%	-4.2	3%
CN1C(=O)[C@H]2[C@@H](c3ccc(C(F)(F)F)cc3)N[C@]3(CCCN(Cc4ccc(F)cc4)C3=O)[C@H]2C1=O	0%	-2.5	-17%	-6	9%	21%	-2.6	-10%
COc1ccccc1C(=O)NCC(=O)N/N=C/c1cc(Br)ccc1OCc1ccccc1	-2%	-5.6	-5%	-11	-11%	-9%	0.1	5%
COc1cc(C=Nc2c(C)cc(C)cc2C)ccc1OC(C)=O	2%	1.0	-7%	1	5%	2%	0.3	6%
COc1ccc(-n2c(C)csc2=S)cc1	16%	-0.9	-6%	2	0%	0%	-1.0	8%
O=C(Nc1ccc(C2CCCCC2)cc1)C1CCN(c2ncccn2)CC1	-2%	25	-1%	x	5%	0%	-3.0	0%
Cc1ccccc1-c1nc(CS(=O)CC(=O)NCc2ccccc2)c(C)o1 (stereo not drawn)	-2%	-2.7	-22%	-1	15%	0%	-1.5	-15%
COc1ccc(C(=O)O/N=C(\N)c2ccccc2Cl)cc1OC	9%	0.2	-5%	-2	4%	11%	1.0	3%
COc1ccccc1Cc1c(-c2ccc(C#N)cc2)nc2c(Cl)cc(C(F)(F)F)cn12	-7%	0.6	9%	-2	-7%	-4%	0.2	-21%
CCN(Cc1ccncc1)C(=O)c1ccco1	0%	0.0	-8%	-2	8%	17%	1.4	7%
Cn1nc(-c2ccccc2)cc1NC(=O)[C@@H]1O[C@H](CO)[C@H](O)[C@H](O)[C@H]1O	-11%	-0.1	-9%	1	4%	u	0.8	7%
O=C(COC(=O)CCc1c[nH]c2ccccc12)Nc1ccccc1C(F)(F)F	4%	-0.5	-5%	12	17%	-6%	-0.7	6%
CCC(=O)Nc1ccc(Nc2ccccc2)cc1	2%	-3.5	-6%	-1	-4%	0%	-0.4	14%
CN1C[C@@H]2[C@@H]3C(=O)N(C)C(=O)[C@@H]3[C@](Cc3ccccc3)(C1=O)N2C(=O)c1ccc(F)cc1	3%	1.2	-11%	3	17%	-28%	-6.1	11%
CC(C)CCN1CCN(Cc2cccn2-c2ccccn2)CC1CCO (stereo not drawn)	-6%	-1.1	-2%	-1	3%	18%	1.4	7%
CCSc1ccccc1C(=O)Nc1cc(OC)c(OC)c(OC)c1	2%	-1.9	-15%	u	12%	-27%	-0.9	5%
O=C(CSc1nnc(CNc2ccc(Cl)cc2)o1)Nc1nc2c(s1)CCCC2	-23%	3.7	-11%	x	12%	0%	1.5	13%
CCOc1ccc(OCC)c(NC(=O)CN(C)S(=O)(=O)c2ccc3nc(C)sc3c2)c1	-35%[57.1 µM]	-0.8	10%	2	-2%	17%	-2.3	-6%
Cc1ccc2[nH]c3c(c2c1)CN(C(C)C)CC3	-3%	0.1	-6%	3	7%	-22%	-0.5	-6%
Cn1nc(C(=O)N2CCN(S(=O)(=O)/C=C/c3ccccc3)CC2)c2ccccc2c1=O	5%	-1.5	-17%	-10	3%	-12%	-3.8	9%
Nc1nnc(-c2cn(-c3ccccc3)nc2-c2ccccc2)o1	-19%	-2.8	-2%	x	8%	-13%	0.6	17%

Ordered by value in EPAC1 antagonist (descending): some entries from above
SMILES	EPAC1 antagonist
CC(C)CCN1CCN(Cc2cccn2-c2ccccn2)CC1CCO (stereo not drawn)	18%
CCN(Cc1ccncc1)C(=O)c1ccco1	17%
COc1ccccc1C(=O)NCC(=O)N/N=C/c1cc(Br)ccc1OCc1ccccc1	-9%
